Source: PubChem BioAssay
KinaseGlo FLuc – Counterscreen for Luciferase (Kinase-Glo TM) Inhibition | Luciferin 4-monooxygenase (Photuris pensylvanica), Q27757 | Kinase-Glo luciferase, ATP luminescence, 8 min | Potency, µM (highest dose often 38.3 µM), without a hit: at the top dose activity change, negative = inhibition, usual class: inhibitors | hit rate 0.28% among 200,000 | AID 1379, 2008; further: potency means the concentration at half of the fitted maximal effect; on the % scale 0 is the no-effect control and ±100 the full control effect; nearly all actives have a fitted effect of over 60% in size
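Light output from Kinase-Glo luciferase with luciferin and 10 uM ATP in 50 mM imidazole pH 7.2, KCl, MgCl2, Tween 20, BSA; compound pin-delivered, 8-min ambient incubation, then luminescence read.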
Epigenetic derep – Quantitative High-Throughput Screen for Regulators of Epigenetic Control; murine LDR cells, GFP reporter derepression, 30 h; Potency, µM (titrated, usually from 53.9 µM), for the others: at the top dose GFP activation, hits mostly activators; hit rate 0.2% among 280,000; AID 1865, 2009; further: potency means the concentration at half of the fitted maximal effect; % of control where 0% means no effect; nearly all actives have a fitted effect of over 60% in size
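Murine LDR cells carrying a silenced, genomically integrated CMV-driven GFP reporter were exposed to compound for 30 hours at 37 C. After PBS washes, GFP-positive cells (20–120 um objects) were counted by laser-scanning microplate cytometry.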
aGal spleen mod – qHTS Assay for Inhibitors and Activators of Human alpha-Galactosidase From Spleen Homogenate | Alpha-galactosidase A (Homo sapiens), P06280 | Potency, µM (titrated, usually from 80 µM), for the others: at the top dose activity change, negative = inhibition, actives largely listed as inhibitors | human spleen homogenate, 4MU-alpha-Gal fluorescence, 40 min | hit rate 0.008% among 240,000;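 further: potency means the concentration at half of the fitted maximal effect; 0% = enzyme with vehicle and -100% = no enzyme basal signal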
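Spleen homogenate 1 ug + cpd (titration) + 4-MU-alpha-D-galactopyranoside 1 mM; 37C 40 min; 50 mM citrate/phosphate pH 5.0, 0.01% Tween-20; stop pH 10; fluorescence 365/440; AC50 via Hill.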
IMPase Li cell – qHTS Assay for Identifying the Cell-Membrane Permeable IMPase Inhibitors: Potentiation with Lithium; hit rate 0.35% among 210,000; CHO-M1 cells, IP1 TR-FRET (IP-One), carbachol + lithium; Potency, µM (top dose mostly 59.4 µM), inactives show at the top dose activity, negative = IMPase inhibition, usual class: inhibitors; AID 1457, 2008;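 further: IP1 builds up when IMPase is blocked and the TR-FRET signal falls; potency means the concentration at half of the fitted maximal effect; plate controls were basal vehicle for no effect and high inhibitor control for full effect; nearly all actives have a fitted effect of over 50% in size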
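Readout is a homogeneous TR-FRET IP1 immunoassay (Ex 320, Em 665 and 620), where raised cytosolic IP1 lowers signal. Cells were CHO-M1 treated 30 min at 37C with test compounds plus a little lithium; AC50 values came from Hill-equation fitting.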
NPSR antagonist – qHTS Assay for Antagonists of the Neuropeptide S Receptor: cAMP Signal Transduction; Q6W5P4; CHO-NPSR cells, cAMP TR-FRET, antagonist mode; Potency, µM (doses to about 38.3 µM), for the others: at the highest dose activity change, negative = inhibition, most hits filed as inhibitors; hit rate 1% among 220,000; further: potency means the concentration at half of the fitted maximal effect; on the % scale 0 is the no-effect control and ±100 the full control effect; nearly all actives have a fitted effect of over 50% in size; many of its hits are not listed in these tables
Target sequence (Q6W5P4 whole entry, looked up): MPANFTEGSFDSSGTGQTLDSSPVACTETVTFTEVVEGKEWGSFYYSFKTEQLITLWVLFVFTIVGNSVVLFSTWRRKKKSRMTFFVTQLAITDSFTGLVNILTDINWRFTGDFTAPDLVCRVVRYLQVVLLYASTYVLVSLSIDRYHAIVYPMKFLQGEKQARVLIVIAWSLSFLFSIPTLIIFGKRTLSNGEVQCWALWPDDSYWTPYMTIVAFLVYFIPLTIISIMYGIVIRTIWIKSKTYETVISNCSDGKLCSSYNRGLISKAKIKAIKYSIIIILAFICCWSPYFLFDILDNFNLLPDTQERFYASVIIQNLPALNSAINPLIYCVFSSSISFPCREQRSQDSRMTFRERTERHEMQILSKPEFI
CBFb-RUNX1 inh – qHTS Assay for Compounds Blocking the Interaction Between CBF-beta and RUNX1 for the Treatment of Acute Myeloid Leukemia | Runt-related transcription factor 1 (Homo sapiens) + Core-binding factor subunit beta … | AlphaScreen CBFb-His/RUNX1-biotin binding, biochemical | Potency, µM (highest dose often 59.8 µM), for the others: at the highest dose activity, negative = inhibition, most hits filed as inhibitors | 230,000 tested, under 10 active; further: % of control where 0% means no effect
Target sequence (Q01196 whole entry, looked up): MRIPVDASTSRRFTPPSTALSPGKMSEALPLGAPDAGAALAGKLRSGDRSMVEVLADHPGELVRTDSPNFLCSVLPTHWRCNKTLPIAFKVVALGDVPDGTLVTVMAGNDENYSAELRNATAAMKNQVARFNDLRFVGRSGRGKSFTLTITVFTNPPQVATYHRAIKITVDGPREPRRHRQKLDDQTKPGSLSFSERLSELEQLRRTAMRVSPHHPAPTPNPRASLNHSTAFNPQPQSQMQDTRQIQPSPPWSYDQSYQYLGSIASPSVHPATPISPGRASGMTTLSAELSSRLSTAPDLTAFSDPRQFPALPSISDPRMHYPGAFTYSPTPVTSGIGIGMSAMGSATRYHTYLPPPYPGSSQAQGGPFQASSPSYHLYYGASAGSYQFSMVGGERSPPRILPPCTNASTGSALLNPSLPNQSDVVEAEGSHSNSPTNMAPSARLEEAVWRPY
Target sequence (Q13951 whole entry, looked up): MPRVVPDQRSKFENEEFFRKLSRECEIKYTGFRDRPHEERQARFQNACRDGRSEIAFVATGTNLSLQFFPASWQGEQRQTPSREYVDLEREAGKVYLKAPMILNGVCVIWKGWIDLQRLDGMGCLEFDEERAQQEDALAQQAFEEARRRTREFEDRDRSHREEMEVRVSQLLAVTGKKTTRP
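His-tagged CBF-beta and biotinylated RUNX1 (30 nM each) were premixed 20 min at room temperature, exposed to compound for 15 min, then given nickel-chelate and streptavidin AlphaScreen beads (50 ng each). After 90 min, AlphaScreen signal was read.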
LMNA splice mod – qHTS Assay for Modulators of Lamin A Splicing. HeLa LMNA splicing GFP/RFP minigene ratio, 48 h. Potency, µM (top dose mostly 46.1 µM), inactives show at the top dose ratio change, negative = inhibition, actives largely listed as inhibitors. hit rate 0.01% among 200,000. AID 1487, 2009; active means well fitted inhibition curve with a large enough effect in the signal ratio, with a control signal flat, not every such curve was filed as active; inconclusive means small, poorly fitted or top-dose-only effect, or effect the other way, or a change in a side signal; the % refers to the signal ratio; further: potency means the concentration at half of the fitted maximal effect; on the % scale 0 is the no-effect control and ±100 the full control effect
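S3 HeLa cells stably expressing lamin A-EGFP splicing minigene plus DsRed2, 600 cells/well, 48 h compound exposure at 37C. Laser-scanning cytometry; analysed as GFP (500-530 nm)/RFP (575-640 nm) total intensity ratio; 0.5% DMSO vehicle.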
The depositor's hits bear a star; ? = inconclusive; nt = no result given; & = joins results of further samples; [ ] = another dose, or the depositor's remark. Unless noted, the call rests on the fitted dose curve; in most records, active means well fitted curve in the direction sought with a large enough effect; inconclusive means small, poorly fitted or top-dose-only effect, or another doubt; inactive means no such curve, though single readings can be large; an effect the other way counts as inactive or inconclusive. An excerpt, so the mix of outcomes need not match the whole.

No.	smiles	KinaseGlo FLuc	Epigenetic derep	aGal spleen mod	IMPase Li cell	NPSR antagonist	CBFb-RUNX1 inh	LMNA splice mod
1	OC(c1ccccn1)C1CCN(Cc2nc(C(c3ccccc3)c3ccccc3)no2)CC1 (centres undefined)	-1%	0.1%	-5%	1%	22%	3%	nt
2	COc1cccc(-c2nn[nH]n2)c1O	0%	-2.2%	-6%	-3%	-3%	2%	-4%
3	COc1ccc(S(=O)(=O)N(CC(=O)NC2CC2)C2CCCCC2)cc1Cl	4%	1.2%	3%	35%[38.3 µM]	-10%[46.1 µM]	-9%	1%
4	Cc1cccc(/C=N\NC(=O)c2csnn2)c1	?	0.0%	14%	8%[38.3 µM]	-6%[46.1 µM]	-14%	1%[0.0737 µM]
5	COc1ccc(C2C(C#N)=C(N)Nc3onc(C(C)(C)C)c32)c(OC)c1 (centres undefined)	1%	3.3%	6%	3%	-6%	-5%	-11%
6	FC(F)(F)c1cc(-c2ccco2)nc(NCc2cccs2)n1	-6%	-3.4%	-5%	-8%[38.3 µM]	-14%[46.1 µM]	9%	16%
7	Cc1nc(CN2CCN(Cc3nc(C(c4ccccc4)c4ccccc4)no3)CC2)cs1	2%	-1.7%	-3%	15%	24%	-7%	nt
8	O=C(CN1CCN(c2ccc(O)cc2)CC1)NC(c1ccccc1)c1ccccc1	-4%	-1.8%	2%	2%	-7%	2%	-6%
9	COC(=O)C1(S(=O)(=O)c2cc(Br)cc3c2N(C(C)=O)CC3)CC1	-4%	0.0%	9%	9%[38.3 µM]	-5%[46.1 µM]	2%	14%
10	CC/C(=N/NC(=O)CCC(=O)Nc1ccccc1OC)c1ccccc1	-2%	1.0%	2%	-5%	26%	-1%	-3%
11	CCOC(=O)c1cccc(C(=O)Oc2ccccc2)n1	0%	-1.0%	1%	22%[38.3 µM]	-3%[46.1 µM]	0%	8%
12	Oc1ccc(N=Nc2cccc(Cl)c2)cc1C=Nc1ccc(N2CCOCC2)cc1	1%	1.0%	1%	17%	?	-17%	-11%
13	CC(=O)c1cc(C(=O)N2CCc3c([nH]c4ccccc34)C2CC(C)C)[nH]n1 (centres undefined)	nt	-0.1%	8%	7%	12%	-1%	nt
14	Cc1ccccc1-n1nnnc1SCc1cc(=O)n2ccsc2n1	4%	0.0%	4%	5%	14%	5%	-4%[46 µM]
15	COc1ccc(-c2c(-c3ccc(OCC(=O)NN)cc3O)n[nH]c2C(F)(F)F)cc1	1%	0.0%	-1%	-8%	3%	-4%	0%
16	CCOc1cc(/C=C(/NC(C)=O)C(=O)O)cc(Cl)c1OCc1ccc(Br)cc1	nt	0.0%	-3%	nt	-3%[7.67 µM]	-7%	nt
17	CC1=NN(c2ccc(C)c(C)c2)C(=O)/C1=C/c1ccc2c(c1)n(C)c(=O)n2C	1%	-1.1%	-12%	-1%	12%	-3%	-2%
18	Cc1c(Cl)ccc2sc(NC(=O)CN3C(=O)c4ccccc4C3=O)nc12	-3%	0.6%	-10%	0%	15%	-1%[2.36 µM]	?
19	O=C(CSc1n[nH]c(-c2ccccc2)n1)NC(=O)NCc1ccco1	8%	1.5%	-2%	-7%[38.3 µM]	-18%[46.1 µM]	-22%	12%
20	O=C(NCC1CCN(c2ccc(S(=O)(=O)N3CCOCC3)cc2)CC1)c1cccc(Cl)c1	4%	-2.9%	-6%	10%[38.3 µM]	-25%[46.1 µM]	-10%	?
21	Cc1cccc(NC(=O)CCC(=O)N/N=C/c2ccncc2)c1	0%	-3.2%	0%	-4%	11%	-8%	-10%
22	CCOC(=O)CSc1nc2ccsc2c(=O)n1C1CCN(C(=O)OCC)CC1	-1%	-1.1%	3%	13%[38.3 µM]	?	-3%	?
23	COc1ccccc1CNC(=O)c1nn(-c2ccc(C)cc2)c(=O)c2c1c1ccccc1n2C	-1%	1.1%&0.0%	-7%	?	4%[46.1 µM]	1%	-5%
24	Cc1ccc(C(=O)CSc2nnc(CNc3ccc(C)cc3C)n2Cc2ccco2)cc1	1%	0.9%	-11%	10%[38.3 µM]	?	-20%	-8%
25	CC(C)NC(=O)CC(=O)N/N=C/c1c(F)cccc1Cl	-3%	-1.1%	3%	6%	1%	0%	nt
26	COc1cccc(/C=C/C(=O)OC(C)C(=O)Nc2c(C)n(C)n(-c3ccccc3)c2=O)c1 (centres undefined)	-5%	0.0%	-3%	-4%	0%	2%	nt
27	CCOC(=O)C1CCCN(C(=O)c2csc(-c3ccc4c(c3)CCO4)n2)C1 (centres undefined)	nt	-0.1%	2%	nt	38%	1%	nt
28	CCSc1nc2ccccc2[nH]1	-2%&-5%	-0.8%&-1.0%	-10%&-19%	44%&26%[activator][38.3 µM]	-10%&-4%[46.1 µM]	-10%&0%	6%&4%
29	CC(=O)OCc1c(C(F)(F)F)nn(C)c1Sc1ccccc1	-1%	-1.1%	2%	15%[38.3 µM]	-5%[46.1 µM]	5%	11%
30	Cc1cc(CNCc2c(C(=O)N3CCCCCCC3)nc3ccc(Cl)cn23)nn1C	-1%	2.1%	-6%	15%	4%	5%	11%[46 µM]

As entered above.
Entry for cpd 4 in aGal spleen mod: 14%
Entry for cpd 15 in IMPase Li cell: -8%

Among those listed so far, two contain two or more sulfur atoms:
No.	smiles	KinaseGlo FLuc	Epigenetic derep	aGal spleen mod	IMPase Li cell	NPSR antagonist	CBFb-RUNX1 inh	LMNA splice mod
14	Cc1ccccc1-n1nnnc1SCc1cc(=O)n2ccsc2n1	4%	0.0%	4%	5%	14%	5%	-4%[46 µM]
22	CCOC(=O)CSc1nc2ccsc2c(=O)n1C1CCN(C(=O)OCC)CC1	-1%	-1.1%	3%	13%[38.3 µM]	?	-3%	?

Following part:
No.	smiles	KinaseGlo FLuc	Epigenetic derep	aGal spleen mod	IMPase Li cell	NPSR antagonist	CBFb-RUNX1 inh	LMNA splice mod
31	COc1ccc(Br)cc1CNC(=O)C1CCN(S(=O)(=O)N2CCCCC2)CC1	1%	-1.5%	-9%	1%[38.3 µM]	-7%[46.1 µM]	1%	7%[0.0737 µM]
32	O=C(c1ccco1)N1CCN(C(=O)c2ccc(COc3ccc4c(c3)CCC4)o2)CC1	-5%	-0.9%	1%	21%[38.3 µM]	-18%[46.1 µM]	-8%	2%
33	COc1ccc(CC(=O)Nc2ccc3c(c2)OCO3)cc1S(=O)(=O)N1CCOCC1	-10%	-0.2%	-2%	-2%[38.3 µM]	-6%[46.1 µM]	2%	0%
34	CNc1sc(C(=O)c2cccs2)c(N)c1-c1nc2ccccc2s1	-10%	8.7%	-11%	-16%[38.3 µM]	3.2µM*	-4%	?
35	COc1ccc(-c2ccc(/C=N/NC(=O)Cc3nnc(N)s3)o2)cc1Cl	nt	-4.5%	14%	nt	-18%	?	nt
36	O=C(COc1cc(F)ccc1[N+](=O)[O-])Nc1cccc(Br)c1	0%	1.2%	6%	4%	5%	2%	1%[46 µM]
37	COc1ccc2nc(SCCC(=O)O)cc(C)c2c1	nt	1.6%	4%	nt	-49%	6%	nt
38	CC(=O)/C(C[N+]1(C)CCCCC1)=N\O	-1%	0.0%	1%	25%[38.3 µM]	0%[46.1 µM]	10%	20%
39	CSc1ccccc1NC(=O)CSCc1ccccc1Br	nt	1.0%	-7%	nt	-23%[46.1 µM]	28%	-16%
40	COc1ccc(-c2noc(-c3ccccc3C(=O)Nc3cccnc3)n2)cc1	0%	0.0%	2%	28%[38.3 µM]	-22%[46.1 µM]	6%	-10%
41	COc1ccc(/C=c2\s/c(=C(/C#N)C(=O)NCc3ccco3)n(-c3ccccc3)c2=O)cc1	-4%	9.0%	-4%	-3%	9%	-9%	5%
42	COc1ccccc1NCC(=O)N/N=C(\C)c1ccc(Br)s1	0%	1.1%	9%	-5%	-19%	3%	-16%
43	Cc1c(Cl)cccc1NC(=O)CNc1cccc(S(=O)(=O)N(C)C)c1	-2%	-2.0%	6%	13%	2%	5%	-18%
44	Cc1ccc(OCc2ccc(C(=O)Nc3ccc(S(N)(=O)=O)cc3)o2)cc1	1%	3.1%	0%	0%	11%	-4%	nt
45	Cc1cccc(NC(=S)N(Cc2cccs2)Cc2cc3cc(C)cc(C)c3[nH]c2=O)c1	2%	6.4%	0%	7%	-23%	7%	-9%
46	COc1ccc(C(=O)N2CCN(S(=O)(=O)c3ccc(C)cc3)CC2)cc1S(=O)(=O)N1CCOCC1	nt	0.1%	3%	nt	2%	14%	nt
47	Nc1nc(Cl)cc(N2CCC(c3cc(-c4ccc(Cl)cc4)n[nH]3)CC2)n1	0%	0.0%	0%	7%[38.3 µM]	10µM*	-6%	?
48	CCCCn1cnc2c1c(=O)[nH]c(=O)n2CCCC	-2%	-0.7%	0%	0%[38.3 µM]	9%[46.1 µM]	-23%	-1%
49	O=c1cc(CO)[nH]cc1OCc1ccccc1	nt	0.0%	-8%	nt	-15%	1%	?
50	Nc1nc(NCC2CCCO2)nc(Nc2cccc(F)c2)c1[N+](=O)[O-] (centres undefined)	nt	5.3%	-12%	nt	15%	1%	nt
51	CC(C)(C)C(=O)Cn1ncc(Br)c(Br)c1=O	4%	5.6%[10.1 µM]	0%	-19%	-39%	3%	nt
52	O=C1c2ccncc2C(=O)N1Cc1cccc(Cl)c1	3%	-4.0%	-14%	-2%[38.3 µM]	-3%[46.1 µM]	-2%	2%
53	Cc1c2cnn(CC(=O)Nc3c(F)c(F)cc(F)c3F)c(=O)c2c(C)n1Cc1ccccc1F	10%	1.3%	0%	-8%	8%	-30%	nt
54	CC1(N2CCOCC2)CC2(O)C(=[N+]1[O-])CCc1c2no[n+]1[O-] (centres undefined)	-1%	0.0%	3%	-1%[38.3 µM]	-8%[46.1 µM]	3%	?
55	O=C(Nc1nnc(C2CC2)s1)C1CC(=O)N(c2ccc3c(c2)OCCO3)C1 (centres undefined)	-1%	-3.0%	-2%	2%	4%	?	-6%
56	COC(=O)c1ccc(NC(=O)[C@H](C)NC(N)=O)cc1	nt	0.7%	5%	nt	17%	8%	nt
57	Cc1ccc(-c2csc(=Nc3cccnc3)n2CCCn2ccnc2)cc1C	1%	-1.3%	-2%	13%	-4%	?	?
